# uPA generation = qHTS for Inhibitors of Cell Surface uPA Generation; cell surface uPA generation assay, qHTS; Potency, µM (doses to about 38.3 µM), without a hit: top-dose activity change, negative = inhibition, most hits filed as inhibitors; hit rate 0.31% among 330,000; AID 540303, 2011; active = well fitted inhibition curve with a large enough effect; inconclusive = small, poorly fitted or top-dose-only effect; inactive = no such curve, though single readings can be large or run the other way; tested in mouse RAW 264.7 cells; also: potency is read from the fitted curve at half-maximal effect; % is scaled to controls: 0 for no effect and ±100 for the full control effect; nearly all actives have a fitted effect of over 55% in size
# ELG1 repair inh = qHTS screen for small molecules that inhibit ELG1-dependent DNA repair in human embryonic kidney (HEK293T) cells expressing luciferase-tagged ELG1; HEK293T ELG1-luciferase reporter, luminescence, 16 h; DNA damage induced by 5-fluorouridine; Potency, µM (series often up to 46.1 µM), for the others: at the highest dose activity change, negative = inhibition, actives largely listed as inhibitors; hit rate 2.3% among 330,000; also: potency is read from the fitted curve at half-maximal effect; % is scaled to controls: 0 for no effect and ±100 for the full control effect; nearly all actives have a fitted effect of over 55% in size
#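 Luminescence from the luciferase reporter, measured 30 min after ONE-Glo reagent at room temperature, was the read-out. Beforehand, 2,000 cells per well were exposed for 16 hr at 37 °C to 5-fluorouridine together with compound or vehicle.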
# USP2a block = qHTS Assay for Inhibitors of Ubiquitin-specific Protease USP2a Using CHOP2 as the Reporter | Ubiquitin carboxyl-terminal hydrolase 2 (Homo sapiens), O75604 | USP2 core, Ub-CHOP2 coupled fluorogenic reporter, 485/531 | Potency, µM (highest dose often 38.3 µM), without a hit: top-dose activity change, negative = inhibition, most hits filed as inhibitors | hit rate 0.01% among 330,000;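 also: potency is read from the fitted curve at half-maximal effect; plate controls were DMSO wells for no effect and full inhibition by NEM control for full effect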
#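 Cell-free coupled assay: 10nM USP2 core preincubated 30min RT with compound in Tris-HCl pH 8.0/CaCl2/CHAPS buffer, then 25nM Ub-CHOP2 and 25nM reporter substrate; fluorescence (Ex 485/Em 531) read after 60min RT, normalized to NEM inhibition, concentration-response curves fitted.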
# Tb PFK block = qHTS Assay to Find Inhibitors of T. brucei phosphofructokinase. Potency, µM (titrated, usually from 57.5 µM), for inactives: at the highest dose activity, negative = inhibition, actives largely listed as inhibitors. hit rate 0.17% among 330,000. T. brucei PFK, ADP-Glo luminescence. AID 485367, 2010. ATP-dependent 6-phosphofructokinase (Trypanosoma brucei brucei), O15648;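 also: potency is read from the fitted curve at half-maximal effect; 0% = uninhibited 1x PFK enzyme wells and -100% = no-enzyme wells; nearly all actives have a fitted effect of over 60% in size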
# Target sequence (O15648 whole entry, looked up): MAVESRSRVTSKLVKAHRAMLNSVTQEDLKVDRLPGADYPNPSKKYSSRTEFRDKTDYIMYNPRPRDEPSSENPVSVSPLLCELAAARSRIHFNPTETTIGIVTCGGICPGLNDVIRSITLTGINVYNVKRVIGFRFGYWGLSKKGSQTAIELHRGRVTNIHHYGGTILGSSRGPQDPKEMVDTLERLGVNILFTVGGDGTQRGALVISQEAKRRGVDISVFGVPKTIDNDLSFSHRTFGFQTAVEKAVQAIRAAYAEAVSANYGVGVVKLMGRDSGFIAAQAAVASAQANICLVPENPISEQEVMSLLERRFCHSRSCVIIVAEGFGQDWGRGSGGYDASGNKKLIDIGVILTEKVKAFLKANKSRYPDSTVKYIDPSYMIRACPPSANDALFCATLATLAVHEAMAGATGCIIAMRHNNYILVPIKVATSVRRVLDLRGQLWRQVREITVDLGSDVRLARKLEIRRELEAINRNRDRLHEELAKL
#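 1.25 nM PFK with 0.5 mM F6P and 0.1 mM ATP in 0.1 M TEA pH 8.0, 5 mM MgCl2, incubated 45 min at room temperature; ADP measured by ADP-Glo luminescence; compounds titrated up to 57 uM.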
# BCR signal inh = qHTS Assay to Find Inhibitors of Chronic Active B-Cell Receptor Signaling | hit rate 0.05% among 340,000 | Potency, µM (doses to about 46.1 µM), inactives show at the top dose ratio change, negative = lower green/red ratio, usual class: inhibitors | ABC-DLBCL IkBa-CBG/CBR reporter, luminescence ratio, 4 h; active = well fitted inhibition curve with a large enough effect in the signal ratio, with a control signal flat, not every such curve was filed as active; inconclusive = small, poorly fitted or top-dose-only effect, or effect the other way, or a change in a side signal; the % refers to the signal ratio;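 also: potency is read from the fitted curve at half-maximal effect; plate controls were basal doxycycline-induced cells for no effect and cells given 10 µM MG132 for full effect; MG132 reads +100%, hits lower the ratio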
#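 Doxycycline induced both beetle luciferases in TMD8 lymphoma cells; IKK-driven degradation limits the IkappaBalpha-fused green signal, while red luminescence normalises for cell number and nonspecific effects. Compounds tested up to 46 uM, 4 hrs.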
# Eya2 inh = qHTS Assay for Inhibitors of the Phosphatase Activity of Eya2; Protein phosphatase EYA2 (Homo sapiens), O00167; recombinant Eya2, OMFP fluorescence dephosphorylation (OMFP is methylfluorescein phosphate); Potency, µM (highest dose often 76.9 µM), without a hit: top-dose activity, negative = inhibition, hits mostly inhibitors; hit rate 0.006% among 330,000; AID 488837, 2010; also: potency is read from the fitted curve at half-maximal effect; % is scaled to controls: 0 for no effect and ±100 for the full control effect
# Target sequence (O00167 whole entry, looked up): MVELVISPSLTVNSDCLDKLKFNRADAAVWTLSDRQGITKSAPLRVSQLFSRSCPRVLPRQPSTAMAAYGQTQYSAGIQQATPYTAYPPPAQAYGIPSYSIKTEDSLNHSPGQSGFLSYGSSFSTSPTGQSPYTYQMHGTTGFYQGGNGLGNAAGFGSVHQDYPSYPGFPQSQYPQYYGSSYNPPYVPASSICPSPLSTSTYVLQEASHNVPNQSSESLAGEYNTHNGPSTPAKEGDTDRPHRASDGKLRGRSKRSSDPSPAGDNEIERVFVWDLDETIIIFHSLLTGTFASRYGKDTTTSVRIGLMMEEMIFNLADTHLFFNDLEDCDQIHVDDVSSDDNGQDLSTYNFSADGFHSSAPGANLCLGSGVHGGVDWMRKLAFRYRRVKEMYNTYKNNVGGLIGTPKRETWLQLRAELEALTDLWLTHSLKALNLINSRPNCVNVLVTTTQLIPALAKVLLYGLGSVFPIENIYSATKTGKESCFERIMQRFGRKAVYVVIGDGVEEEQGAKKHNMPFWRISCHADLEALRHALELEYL
#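 Eya2 (0.2 uM) preincubated 10 min at ambient with compound, then OMFP substrate added at 50 uM; 10 min reaction in 50 mM HEPES pH 7.5, 50 mM NaCl, 5 uM MgCl2, 0.05% BSA, 1 mM DTT. Fluorescence read at Ex 485/Em 525 nm.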
# Mito fusion act = qHTS Assay for Small Molecule Inhibitors of Mitochondrial Division or Activators of Mitochondrial Fusion; S. cerevisiae fusion-defective mutant growth rescue, CellTiterGlo 48 h; Potency, µM (highest dose often 46.1 µM), inactives show at the highest dose growth rescue (activation), usual class: activators; hit rate 0.23% among 320,000;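 also: potency is read from the fitted curve at half-maximal effect; % of control where 0% means no effect; nearly all actives have a fitted effect of over 45% in size; temperature-sensitive fusion mutants such as fzo1-1 at 37 °C on non-fermentable ethanol glycerol medium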
#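 Compounds are tested for their ability to restore growth of mitochondrial fusion-defective yeast strains at non-permissive 37C in YPEG medium over 48 hours. Viability is quantified by luciferase luminescence.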
# TSG101-PTAP inh = qHTS Assay for Iinhibitors of HIV-1 Budding by Blocking the Interaction of PTAP/TSG101. AID 493005, 2010. Tumor susceptibility gene 101 protein (Homo sapiens), Q99816. Potency, µM (series often up to 115 µM), without a hit: top-dose activity change, negative = inhibition, actives largely listed as inhibitors. 340,000 tested, under 10 active. Fluorescence polarization, FITC-PTAP peptide / Tsg101 binding; active = well fitted inhibition curve with a large enough effect in the main read-out, with a control signal flat, not every such curve was filed as active; inconclusive = small, poorly fitted or top-dose-only effect, or effect the other way, or a change in a side signal; inactive = no such curve, though single readings can be large or run the other way; also: potency is read from the fitted curve at half-maximal effect; % of control where 0% means no effect
#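 Steps: Tsg101 binding domain dispensed (10 uM final), compounds pinned in DMSO, FITC-labeled PTAP-motif peptide added (50 nM final); after 20 min binding at room temperature, polarization measured.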
# TCR activator = Activators of T cell receptors: qHTS campaign. primary human leukocytes, anti-CD3, IL-2 HTRF, 48 h. Potency, µM (highest dose often 9.22 µM), for inactives: top-dose activation of IL-2 secretion, actives largely listed as activators. 330,000 tested, under 10 active. AID 504894, 2011; also: % of control where 0% means no effect
#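 HTRF read-out of IL-2 secretion: europium cryptate donor excited at 320nm, d2 acceptor emission at 665nm. Cells were primary human leukocytes incubated 48 hr with compounds and a-CD3 beads, supplying TCR signal only.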
# TSHR antagonist = Antagonists of the Thyroid Stimulating Hormone Receptor: HTS campaign; TSHR-expressing cells, TSH-stimulated cAMP HTRF, 2 h; active compounds read low; activity change, negative = inhibition, % at 11.5 µM; Thyrotropin receptor (Homo sapiens), P16473; AID 504810, 2011; hit rate 0.2% among 330,000;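 active = activity change below a set negative limit, meaning inhibition stronger than a set level, cut at about -70% in these data; inconclusive = activity change between two set negative limits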; also: % is scaled to controls: 0 for no effect and ±100 for the full control effect
#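 Read-out is FRET at 665 nm (cryptate excitation 337 nm) from a cryptate-tagged anti-cAMP antibody, competed by cell cAMP against cAMP-d2. Compounds are tested on freshly harvested TSHR cells challenged with 4nM TSH (EC80) for 2 hours at 37 deg C.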
# B2AR arrestin = qHTS assay of beta-arrestin-biased ligands of beta2-adrenergic receptor; hit rate 0.02% among 330,000; AID 492947, 2010; Beta-2 adrenergic receptor (Homo sapiens), P07550; Potency, µM (highest dose often 46.1 µM), inactives show at the highest dose activation, hits mostly activators; beta-arrestin recruitment to beta2AR, cell-based reporter;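 also: potency is read from the fitted curve at half-maximal effect; 0% = DMSO controls and full agonism = EC100 isoproterenol or metaproterenol; nearly all actives have a fitted effect of over 65% in size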
# Numbers without * were called inactive; ? = inconclusive; nt = no result given; [ ] = remark or other dose. Unless noted, calls follow the shape of the dose curve; as a rule, active = well fitted curve in the direction sought with a large enough effect; inconclusive = small, poorly fitted or top-dose-only effect, or another doubt; inactive = no such curve, though single readings can be large; an effect the other way counts as inactive or inconclusive.
SMILES,uPA generation,ELG1 repair inh,USP2a block,Tb PFK block,BCR signal inh,Eya2 inh,Mito fusion act,TSG101-PTAP inh,TCR activator,TSHR antagonist,B2AR arrestin
O=C(c1ccc2c(c1)OCO2)N1CCN(c2ccccc2F)CC1,3%,?,0%,6%,-2%,1%,3%,-5%,-9%,-10,-0.1%
Cc1ccc(CC(CC(=O)O)C(=O)NC2CCCCC2)cc1 (stereo unspecified),-3%,-9%,-1%,0%,4%,1%,-4%,0%,-5%,-8,0.2%
CCOC(=O)c1ccc(Oc2nc(SC)nc(N(C)C)n2)cc1,3%,-1%,0%,2%,8%,-12%,16%,-2%,-2%,-3,-0.1%
COc1cc(Cl)cc(C(=O)O)c1OCC(=O)O,-4%,4%,0%,1%,?,21%,0%,-6%,-3%,-4,-0.3%
CCOc1ccc2c(c1)OC(c1ccccc1)(C(F)(F)F)NC2=O (stereo unspecified),-8%,12%,1%,3%,1%,-3%,0%,-3%,8%[46.1 µM],-16,-1.6%
COc1ccc(S(=O)(=O)NC(C)C(=O)N2CCCC2)cc1Cl (stereo unspecified),7%,8%,-1%,1%,5%,7%,-1%,-3%,2%,-19,-0.1%
O=C(Nc1ncccc1O)C1CCN(S(=O)(=O)c2ccc3ccccc3c2)CC1,6%,2%,-3%,4%,0%,-4%,0%,-1%,6%,7,-1.5%
CCn1c(SCc2c(F)cccc2Cl)nnc1-c1ccco1,-14%,-7%,0%,0%,-2%,-3%,-13%,-6%,3%,-20,0.0%
COc1ccc(CCNC(=O)c2cn(C)c3ccc(S(=O)(=O)N4CCOCC4)cc3c2=O)cc1OC,1%,6%,0%,5%,-11%,5%,-1%,-2%,4%,36,0.0%
COc1ccc(-n2nc3c(c2NC(=O)c2ccc4c(c2)OCO4)CS(=O)(=O)C3)cc1,-2%,-2%,-6%,0%,-9%,-17%,7%,-3%,7%,-2,0.1%
C=CCn1cc(C(=O)c2cc(Br)ccc2O)cc(C#N)c1=O,-5%,?,-3%,-2%,1%,-13%,6%,0%,-4%,-3,0.1%
COc1ccc(CN(Cc2cc3cc(C)ccc3[nH]c2=O)C(=O)N(C)C)cc1,-10%,?,?,2%,-5%,26%,1%,-6%,0%,-2,-0.1%
COc1ccc(CNC(=O)CSc2nnc(NC(=O)c3ccccc3F)s2)cc1,-3%,?,4%,-2%,2%,-1%,-3%,-2%,-8%,1,-0.3%
Cc1ccc(C)c(OCc2nnc(NC(=O)c3ccco3)s2)c1,-2%,?,2%,12%,16%,3%,20%,-2%,8%,-3,0.2%
O=C(CSc1nnc2ccccn12)Nc1ccccc1Cl,2%,?,2%,10%,1%,1%,nt,0%,3%[46.1 µM],-9,-0.5%
CC(C)(C)N1C(=O)c2ccccc2NC(=O)N1Cc1ccc(Br)cc1,0%,-2%,3%,1%,?,-18%,-9%,-7%,-4%,-3,0.0%
COc1cc(CN2CCCC(CO)(Cc3cccc(Cl)c3)C2)cc(OC)c1O (stereo unspecified),-2%,-8%,-3%,2%,1%,-20%,-7%,1%,-7%,8,0.1%
O=S(=O)(NCCNS(=O)(=O)c1ccccc1)c1ccccc1,nt,-7%,1%,2%,?,20%,0%,-7%,2%,0,0.2%
CC1CN(Cc2cc(=O)[nH]c(C(C)C)n2)CC(C)O1 (stereo unspecified),1%,20%,0%,-7%,-1%,2%,-4%,2%,-2%,-3,-0.2%
CCc1ccc(CN(C)C(=O)c2ccc3c(c2)OCCO3)cc1,2%,5%,1%,17%,-6%,-13%,-2%,2%,-1%,8,-0.2%
O=C(O)CCC(=O)N1CCC(C(=O)c2cccc(Cl)c2)CC1,nt,2%,1%,0%,1%,13%,-4%,-5%,nt,-2,-1.0%
CCc1nnc(NS(=O)(=O)c2ccc(NC(=O)OC)cc2)s1,-2%,-7%,6%,2%,0%,10%,-6%,-1%,nt,-3,-0.7%
CCCNc1nc(C)nc2c1cnn2CCc1ccccc1,2%,?,1%,3%,?,-6%,0%,-1%,6%,2,-0.5%
COc1ccc(-c2nnn(CC(=O)N(Cc3ccccc3Cl)C(C(=O)NCC3CCCO3)c3ccco3)n2)cc1 (stereo unspecified),-3%,-4%,-1%,-2%,-11%,6%,0%,-6%,-3%,10,-0.4%
CN(C(=O)Cc1c(C(=O)O)n(C)c2ccccc12)c1ccc(F)cc1,0%,-13%,-1%,6%,0%,-28%,14%,-3%,3%,-5,0.0%

# Next section.
SMILES,uPA generation,ELG1 repair inh,USP2a block,Tb PFK block,BCR signal inh,Eya2 inh,Mito fusion act,TSG101-PTAP inh,TCR activator,TSHR antagonist,B2AR arrestin
CCCCCc1ccc(C2=NNC(=O)CC2)cc1,1%,?,3%,2%,?,-8%,-1%,-5%,7%,16,0.1%
COc1cccc(NC(=O)c2cc3ccccc3o/c2=N\O)c1,?,?,-1%,-9%,?,-14%,-11%,-3%,-3%,-13,0.5%
C/C(=N\Nc1ccc2nncn2n1)c1ccccn1,-2%,1.2µM*,4%,0%,-14%,10%,-3%,1%,-1%,-7,0.0%
CCc1cccc(CC)c1NC(=O)C[n+]1cccc(C(N)=O)c1,1%,9%,0%,-1%,3%,0%,-2%,-5%,0%,10,0.0%
O=C(NCCCN1CCOCC1)c1cccc(S(=O)(=O)Nc2ccc(F)cc2)c1,5%,-6%,3%,2%,6%,10%,2%,-7%,0%,9,-1.9%
C=CC(C)(C)c1c2occc2c(O)c2ccc(=O)oc12,22%,?,-3%,-2%,?,4%,nt,-3%,5%,?,-0.8%
CC(=O)Nc1ccc(S(=O)(=O)N2CCC(=O)Nc3ccccc32)cc1,-1%,7%,-2%,-5%,?,2%,1%,-1%,2%,-10,-0.7%
O=C(NC(NCCCN1CCOCC1)(C(F)(F)F)C(F)(F)F)C1CCCCC1,7%,20%,7%,3%,-1%,-1%,0%,2%,1%,4,-0.2%
Cc1nnsc1C(=O)N1CCN(c2ccc(F)cc2)CC1,11%,-12%,-1%,1%,0%,-3%,0%,-4%,1%,3,-0.9%
CCOc1cc(/C=C(/C#N)C(=O)Nc2ccc(O)cc2)cc(Br)c1O,-12%,8%,2%,0%,?,-21%,9%,39%[activator],1%,-4,-0.1%
CCC(C)NC(=O)CSC1=Nc2ccccc2C2=NC(CCC(=O)NCc3ccco3)C(=O)N12 (stereo unspecified),3%,2%,1%,0%,-11%,-5%,1%,0%,-2%,-1,0.3%
COc1cc(CN2CCC(CO)(CCOc3ccccc3)CC2)cc(OC)c1,6%,?,-1%,5%,?,7%,-1%,-1%,-3%,2,-1.2%
Cc1ccsc1CN1CCN(c2ccccn2)CC1,5%,11%,-1%,-11%,1%,-23%,1%,-4%,2%,6,-0.2%
O=C(NCC(c1ccco1)N1CCCCC1)c1cccc(S(=O)(=O)Nc2ccc(F)cc2)c1 (stereo unspecified),-1%,2%,3%,-5%,-3%,22%,-5%,0%,-4%,0,-0.4%
Cc1cc(C(=O)NCc2ccccc2)no1,nt,5%,-1%,-10%,?,-21%,2%,0%,1%,2,-0.3%
O=C(NCc1ccc2c(c1)OCO2)C(=O)NCC1OCCN1S(=O)(=O)c1ccc(F)cc1 (stereo unspecified),3%,-12%,0%,0%,-7%,2%,0%,2%,-3%,-1,0.4%
COc1ccc(S(=O)(=O)N(C)CC(=O)N2CCN(C)CC2)cc1Cl,2%,11%,1%,1%,4%,-1%,-3%,-5%,0%,-9,0.6%
COc1ccc(C(=O)Nc2ccccc2-c2nnn(CC(=O)NCc3ccco3)n2)cc1,6%,?,-2%,0%,8%,-5%,0%,0%,-2%,-7,-0.1%
O=C(N/N=C/c1ccc([N+](=O)[O-])o1)C1CCCC1,-13%,?,2%,-5%,?,-6%,-12%,-4%,0%,6,-0.2%

# Screening results (PubChem BioAssay)

# Rows were taken by chance. Share with any hit: about 3%.
